Assay outcomes deposited in PubChem BioAssay by National Center for Advancing Translational Sciences (NCATS).
PKM2 act = activators of human pyruvate kinase M2. AID 1631. Potency, µM (titrated, usually from 57.5 µM), without a hit: at the highest dose activation, actives largely listed as activators. purified PKM2, Kinase-Glo ATP luminescence, activation; response scale: 0% is enzyme alone, no compound. 260,000 compounds, 0.34% hits; note: potency is the fitted concentration of half-maximal effect; % is set by controls: 0 for no effect and ±100 for the full control effect; nearly all actives have a fitted effect of over 55% in size
Target sequence (P14618 whole entry, looked up): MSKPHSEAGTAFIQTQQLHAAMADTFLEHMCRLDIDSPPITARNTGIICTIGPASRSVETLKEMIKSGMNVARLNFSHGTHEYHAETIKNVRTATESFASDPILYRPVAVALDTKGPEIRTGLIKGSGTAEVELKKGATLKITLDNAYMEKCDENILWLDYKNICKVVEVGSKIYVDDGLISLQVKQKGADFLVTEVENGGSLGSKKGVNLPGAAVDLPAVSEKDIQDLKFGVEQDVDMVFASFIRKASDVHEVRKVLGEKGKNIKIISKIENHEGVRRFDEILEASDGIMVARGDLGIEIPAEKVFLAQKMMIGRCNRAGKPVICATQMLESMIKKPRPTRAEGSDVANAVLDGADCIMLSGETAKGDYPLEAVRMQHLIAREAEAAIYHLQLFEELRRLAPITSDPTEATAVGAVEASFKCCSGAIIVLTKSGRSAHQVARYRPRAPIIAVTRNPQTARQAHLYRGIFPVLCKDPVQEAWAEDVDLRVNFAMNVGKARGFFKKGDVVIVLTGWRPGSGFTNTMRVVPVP
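Purified hPK-M2 (>95%) run at intermediate activity with 0.1 mM ADP and 0.5 mM PEP in 50 mM imidazole pH 7.2, KCl, MgCl2; 1 h room temperature. ATP formed read by Kinase-Glo luminescence; normalized to uninhibited and no-enzyme controls.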
Gal4-VP16 FLuc = counter-screen for ROR gamma inhibitors: Gal4-VP16 reporter | Drosophila S2 Gal4-VP16 UAS-luciferase, luminescence, 20 h | Potency, µM (highest dose often 53.6 µM), without a hit: at the highest dose activity, negative = inhibition, most hits filed as inhibitors | 310,000 compounds, 3.5% hits;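 note: Gal4-VP16 expression switched on by copper sulfate through the metallothionein promoter; potency is the fitted concentration of half-maximal effect; % is set by controls: 0 for no effect and ±100 for the full control effect; nearly all actives have a fitted effect of over 50% in size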
Giardia kill = kills Giardia lamblia; Giardia lamblia trophozoite viability; activity change, % at 7.66 µM, hits read low; 340,000 compounds, 0.15% hits; in the data active = activity change below about -80%; inconclusive = between about -30% and that limit;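 note: parasites exposed to compound for two days anaerobically before the ATP read; % is set by controls: 0 for no effect and ±100 for the full control effect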
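Compounds were tested on trophozoites seeded at 100 cells/well and held 48 hrs at 37 deg C anaerobically. An ATP-based luminescent kit measured the remaining live cells.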
Rab9 promoter act = Rab9 promoter activation; 320,000 compounds, 2.8% hits; Potency, µM (titrated, usually from 9.22 µM), for inactives: at the highest dose activation, negative = inhibition, most hits filed as activators; Huh7 Rab9 promoter-luciferase reporter, luminescence, 24 h; note: potency is the fitted concentration of half-maximal effect; % of control where 0% means no effect; nearly all actives have a fitted effect of over 60% in size
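Huh7 cells stably carrying a Rab9 promoter-luciferase reporter, 1500 cells per well in OP-MEM I with 10% FBS, treated with compound 24 hours at 37C. Luciferase activity read by luminescence after 10 minutes with Amplite reagent.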
ELG1 genotoxic = inducers of genotoxicity in HEK293T ELG1-luciferase cells. HEK293T ELG1-luciferase reporter, luminescence, 16 h. Potency, µM (series often up to 46 µM), for the others: top-dose activity change, positive = activation, hits mostly activators. 330,000 compounds, 1.3% hits; note: potency is the fitted concentration of half-maximal effect; % of control where 0% means no effect; nearly all actives have a fitted effect of over 60% in size
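After overnight (16 hr) compound treatment at 37 °C, ELG1-luciferase HEK293T cells were lysed with ONE-Glo; luminescence quantified 30 min later at room temperature.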
NPC1 promoter act = activates the NPC1 promoter. Huh7 NPC1 promoter luciferase reporter, 24 h. Potency, µM (series often up to 9.22 µM), inactives show at the highest dose activation, most hits filed as activators. 320,000 compounds, 2.4% hits;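 note: potency is the fitted concentration of half-maximal effect; % of control where 0% means no effect; nearly all actives have a fitted effect of over 60% in size; reporter is driven by a mutant NPC1 promoter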
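Quantitative HTS used a cell-based reporter: Huh7 cells stably bearing the NPC1 promoter upstream of luciferase were treated with compounds for 24 h, and promoter activation was read as luminescence.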
p53 reactivation = mutant p53 re-activation in reporter cells; 320,000 compounds, 0.063% hits; Potency, µM (titrated, usually from 92.2 µM), for the others: at the top dose activity change, positive = activation, hits mostly activators; H1299 p53-A138V BP100-luciferase reporter, luminescence, 24 h; note: potency is the fitted concentration of half-maximal effect; % of control where 0% means no effect; nearly all actives have a fitted effect of over 45% in size
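H1299 (p53-null), stable ts p53-A138V + BP100-Luc; 1000 cells/well, Opti-MEM/10% FBS; cpd 4 pt, 1:5; 24 h, 37 deg C, 5% CO2; detection reagent 10 min RT; luminescence.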
Menin MLL FP TR = displaces Texas Red mutant MLL peptide from human menin; O00255; Menin + Texas Red MLL mutant peptide, fluorescence polarization; Potency, µM (top dose mostly 61.6 µM), for the others: at the top dose FP activity change, negative = inhibition, hits mostly inhibitors; 270,000 compounds, 0.23% hits; AID 1768; active = well fitted inhibition curve with a large enough effect in the polarisation, with a control signal flat, not every such curve was filed as active; inconclusive = small, poorly fitted or top-dose-only effect, or effect the other way, or a change in a side signal; inactive = no such curve, though single readings can be large or run the other way; the % refers to the polarisation; note: potency is the fitted concentration of half-maximal effect; % of control where 0% means no effect; many of its hits are not listed in these tables
Target sequence (O00255 whole entry, looked up): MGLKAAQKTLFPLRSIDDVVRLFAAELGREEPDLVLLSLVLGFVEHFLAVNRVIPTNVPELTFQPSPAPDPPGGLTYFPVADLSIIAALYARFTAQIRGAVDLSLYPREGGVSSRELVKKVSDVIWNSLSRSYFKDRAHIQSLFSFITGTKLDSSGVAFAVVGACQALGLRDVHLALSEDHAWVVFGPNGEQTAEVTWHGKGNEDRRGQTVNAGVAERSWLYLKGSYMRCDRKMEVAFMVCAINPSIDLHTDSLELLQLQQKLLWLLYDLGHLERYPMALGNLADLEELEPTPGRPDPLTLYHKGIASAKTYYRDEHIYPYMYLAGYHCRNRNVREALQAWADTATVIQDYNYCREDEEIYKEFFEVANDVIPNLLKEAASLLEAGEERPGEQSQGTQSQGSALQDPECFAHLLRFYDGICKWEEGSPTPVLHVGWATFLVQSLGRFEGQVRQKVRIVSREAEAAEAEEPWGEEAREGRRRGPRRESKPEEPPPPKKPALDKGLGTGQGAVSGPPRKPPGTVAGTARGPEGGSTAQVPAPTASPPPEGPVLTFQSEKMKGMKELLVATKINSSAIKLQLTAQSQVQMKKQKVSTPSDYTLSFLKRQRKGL
RORgamma inh = ROR gamma (mouse) transcription inhibition | P51450 | Drosophila S2 Gal4-RORgamma UAS-luciferase reporter, 20 h | Potency, µM (titrated, usually from 53.6 µM), for inactives: top-dose activity change, negative = inhibition, actives largely listed as inhibitors | 310,000 compounds, 5.4% hits | AID 2551; note: potency is the fitted concentration of half-maximal effect; % is set by controls: 0 for no effect and ±100 for the full control effect; nearly all actives have a fitted effect of over 60% in size
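A Gal4/UAS one-hybrid system in insect cells: metallothionein-promoter Gal4–ROR gamma fusion plus Photinus luciferase reporter. Copper sulfate 700 uM final, 20 hr ambient incubation, luminescent detection after 10 min with reagent.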
FLuc modulator = firefly luciferase modulation, counter-screen for miR-21 project; P08659; purified FLuc, Km substrates, luminescence inhibition; Potency, µM (highest dose often 57.5 µM), for the others: at the top dose activity change, negative = inhibition, hits mostly inhibitors; 360,000 compounds, 6.9% hits; AID 588342;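 note: potency is the fitted concentration of half-maximal effect; plate controls were vehicle for no effect and reference inhibitor for full effect; nearly all actives have a fitted effect of over 55% in size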
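Biochemical qHTS of compounds, final roughly 60 µM downward over six points, against 10 nM purified firefly luciferase using Km concentrations of substrates (10 uM D-luciferin, 10 uM ATP) in Tris acetate pH 7.5 buffer; luminescence output.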
BRCA1 expr act = activators of BRCA1 expression; 380,000 compounds, 1.1% hits; Potency, µM (highest dose often 46.1 µM), inactives show at the top dose activation, actives largely listed as activators; AID 624202; MCF7-BRCA1-FFLuc reporter, luminescence, 48 h; response scale: scaled: vehicle 0%, 10 µM genistein 100%; note: potency is the fitted concentration of half-maximal effect; nearly all actives have a fitted effect of over 80% in size; some results filed as inactive show a strong effect at the top dose
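Luminescence from a BRCA1-driven firefly luciferase in MCF7 cells was the read-out, taken 15 min after substrate addition following 48 h compound exposure at 37 °C. Data were normalized to a 10 microM genistein control and DMSO vehicle.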
* marks the source's active call; other numbers are inactive results; ? = inconclusive; . = no result given; & = joins results of further samples; [ ] = dose if it differs, or a comment. Unless noted, calls come from the whole dose curve; as a rule, active = well fitted curve in the direction sought with a large enough effect; inconclusive = small, poorly fitted or top-dose-only effect, or another doubt; inactive = no such curve, though single readings can be large; an effect the other way counts as inactive or inconclusive. The list is partial, so the mix of outcomes need not match the whole.

SMILES	PKM2 act	Gal4-VP16 FLuc	Giardia kill	Rab9 promoter act	ELG1 genotoxic	NPC1 promoter act	p53 reactivation	Menin MLL FP TR	RORgamma inh	FLuc modulator	BRCA1 expr act
Cc1ccc(Cc2c(C)nc3nc(SCC(=O)NCc4ccco4)nn3c2C)cc1	6.2%	-0.6%	12.7	-8.8%	2.1%	-23.7%	0.1%	-11.8%	22.7%	-9.0%	-83.2%
OCc1nc2ccccc2n1CCCOc1ccc(Br)cc1	3.0%	-3.0%	6.8	.	.	.	.	-10.2%	13.6%	10.7µM*	?
COC(=O)Cc1c(O)ccn(CCc2c[nH]c3ccc(OC)cc23)c1=O	-1.9%	-4.7%	8.9	8.4%	2.2%	-3.3%	8.3%	-1.0%	2.0%	-1.8%	?
CC(=O)Oc1ccc(C(=O)Nc2cc(C)ccc2NC(=O)COc2ccccc2)cc1	5.6%	7.5%	-5.5	-0.1%	-4.8%	-2.8%	-5.0%	1.1%	22.2%	1.5%	-14.0%
Cc1ccc(NC(=O)CN2CCC(Cc3ccccc3)CC2)cc1S(=O)(=O)N(C)C	-1.1%	2.8%	-1.5	-7.2%	-11.1%	-10.0%	4.8%	-17.2%	-12.1%	-5.3%	-76.3%
Cc1c(Cl)c(C(=O)Nc2nc3ccccc3n2CCN2CCCCC2)nn1C	0.7%	-24.1%	.	-3.7%	2.4%	-0.9%	-2.1%	-2.0%	?	0.0%	.
COc1cccc2cc(C(=O)n3ccc(C)n3)c(=O)oc12	-0.7%	10.9%	-6.5	-2.5%	1.7%	-0.2%	-2.7%	14.8%	-0.2%	-0.6%	-13.5%
COc1cc(OC)cc(C(=O)N[C@H](C(=O)Nc2ccc(NC(C)=O)cc2)C(C)C)c1	-0.2%	-8.9%[10 µM]	1.4	-1.1%	6.2%	-2.7%	-1.1%	8.3%	-8.6%	1.0%	2.7%
COc1cccc(NC(=O)CSc2nnc(Cc3cccn3C)n2-c2ccc(F)cc2)c1	-2.1%	3.7%	-5.4	-6.5%	-7.2%	8.3%	-2.5%	10.2%	?	2.1%	0.0%
Cc1ccc(S(=O)(=O)N2CCC(C(=O)OCC(=O)N3CC(C)CC(C)C3)CC2)cc1C (centres undefined)	.	.	6.5	-2.8%	-0.5%	-2.9%	6.1%	.	.	-1.2%	-4.2%
C=CCn1c2ccccc2n2nc(C)c(=O)nc12	0.5%	-9.0%	4.7	0.9%	0.7%	-5.5%	-12.1%	-1.9%	-50.9%	-0.2%	3.9%
CCOc1ccccc1NC(=O)NNS(=O)(=O)c1cc(C)ccc1C	-0.9%	-0.6%	12.8	0.8%	-7.2%	-3.6%	7.6%	11.1%	-3.9%	-1.6%	-43.8%
OC1OC[C@@H](O)[C@H](O)[C@H]1O (some centres undefined)	.	-2.3%	.	1.4%	-0.4%	-1.6%	-3.5%	6.5%	1.4%	-1.2%	.
Cc1cc(C)n(-c2ccc(Oc3ccccc3)c(S(=O)(=O)O)c2)n1	2.9%	-0.3%	-4.8	0.3%	-2.9%	-0.4%	-4.8%	1.8%	1.5%	.	5.4%
CC(=O)N1CCC(C(=O)Nc2ccc(S(=O)(=O)N3CCC(C)CC3)cc2)CC1	6.3%	-2.1%	0.2	4.5%	-5.7%	4.5%	-8.4%	.	41.2%	-0.2%	-10.8%
COc1ccc(Br)cc1/C=C/C(=O)c1ccc(NC(C)=O)cc1	4.9%	10µM*	-0.1	-5.9%	-14.6%	-1.9%	-54.9%[inhibitor]	43.5%[activator]	5.01µM*	3.1%	-99.9%[inhibitor]
Cc1cccc(C)c1NS(=O)(=O)c1ccc2c(c1)NC(=O)CO2	3.1%	-2.6%	-7.6	1.5%	-4.2%	-0.6%	0.5%	22.3%	2.2%	1.6%	-16.1%
CCNC(=O)c1ccccc1SCc1ccccc1	-0.8%	-19.0%	5.1	1.9%	-0.1%	0.0%	-4.8%	8.9%	-18.3%	-5.3%	23.7%
O=C(O)C1CCCN1S(=O)(=O)c1ccc(Cl)c(Cl)c1 (centres undefined)	-3.8%	19.2%	-6.8	-0.2%	-1.0%	0.2%	-0.7%	8.2%	-18.6%	3.7%	2.2%
N#CC1=C(c2ccccc2)/C(=C/c2ccccc2)OC1=O	15.6%	2.24µM*	-4.2	-5.7%	-27.1%	-7.3%	5.0%	?	3.55µM*	?	-90.9%[inhibitor]
COc1ccc(-n2c(SCC(=O)Nc3ccc(Br)cc3)nc(O)cc2=O)cc1	-3.1%	2.1%	7.8	12.4%	-0.4%	0.9%	8.1%	.	11.1%	-0.1%	1.2%
CC(C)CC(=O)NN1CCCCC1	-1.1%	17.6%	8.9	0.6%	-2.6%	0.8%	3.1%	4.6%	-11.7%	3.6%	1.9%
CC1Oc2ccccc2N(CC(=O)NC2CCCC2)C1=O (centres undefined)	.	4.8%	10.3	-10.6%	-0.6%	2.7%	-0.4%	-0.2%	8.8%	-0.4%	-3.7%
CN1CCN(c2ccc(Cl)cc2NC(=O)/C=C/c2cccc(F)c2)CC1	-9.9%	-8.0%	-12.3	5.9%	-4.5%	-4.4%	-1.1%	-10.8%	-13.7%	-2.7%	-12.4%
C=CCOc1ccc(C=Nc2ccc(C)c(Cl)c2)c(O)c1	2.2%	-0.5%	7.5	1.9%	0.8%	-0.3%	-0.8%	12.9%	-18.8%	?	-0.6%

Going on with the list.
SMILES	PKM2 act	Gal4-VP16 FLuc	Giardia kill	Rab9 promoter act	ELG1 genotoxic	NPC1 promoter act	p53 reactivation	Menin MLL FP TR	RORgamma inh	FLuc modulator	BRCA1 expr act
O=C(N/N=C/c1c[nH]c2ccccc12)c1ccc([N+](=O)[O-])cc1Cl	.	20.8%	21.2	0.0%	-0.8%	-7.4%	6.1%	?	-1.5%	?	-6.4%
O=C(NCC(c1cccnc1)N1CCN(c2ccccc2)CC1)C1CCCCC1 (centres undefined)	-8.9%	13.0%	-4.7	-3.2%	-4.2%	-3.1%	-12.6%	-1.1%	-15.7%	4.1%	-2.3%
COC(=O)c1cc(/C=C/c2ccccc2)on1	-0.7%	-6.6%	17.9	-5.6%	0.4%	-0.1%	-4.8%	-0.3%	-2.5%	?	7.3%
CC(=O)C(C)Oc1ccc2c3c(c(=O)oc2c1)CCCCC3 (centres undefined)	6.4%	0.5%	12.5	2.82µM*	9.2µM*	?	?	-26.6%	4.2%	21.3µM*	79.0%
COc1ccccc1N1CCN(Cc2cn[nH]c2-c2ccc(F)cc2)CC1	-3.1%	3.5%	4.2	1.4%	-1.9%	-2.5%	-6.6%	.	2.2%	0.9%	-9.9%
COCCCN(CC(=O)O)S(=O)(=O)c1ccccc1	0.7%	-10.7%	2.1	14.2%	0.3%	-5.7%	-0.6%	-5.9%	2.8%	3.0%	35.8%
CCOc1cc(N2CCOCC2)c(OCC)cc1NC(=O)c1ccc(S(=O)(=O)N(C)C)cc1	18.4%	-0.6%	0.7	0.1%	-3.3%	-3.3%	1.0%	.	-28.8%	0.3%	-7.7%
COC(=O)C(CC(C(=O)OC)C(=O)OC)C(=O)OC	12.5%	-1.8%	-15.5	-0.8%	0.4%	-0.7%	15.0%	0.4%	0.6%	-0.1%	0.5%
Cc1c(CCC(=O)N[C@@H](C)C(=O)O)c(=O)oc2c(C)c3oc4c(c3cc12)CCCC4	.	-16.7%	-0.4	-1.3%	1.4%	-1.3%	-5.9%	25.2%	?	?	5.3%
Cc1ccccc1OCCCC(=O)Nc1ccc(Br)cc1	12.0%	-0.5%	-1.2	0.7%	?	-1.9%	7.6%	?	?	1.8%	-16.8%
CC1(NC(=O)Cc2ccc(Cl)c(Cl)c2)CCS(=O)(=O)C1 (centres undefined)	.	.	48.3[activator]	6.8%	0.9%	0.5%	-6.5%	.	.	6.3%	1.0%
O=c1c2ccccc2[nH]c2ccc(O)cc12	-0.6%	-2.3%	21.1	6.3%	?	3.6%	8.0%	22.6%	-3.0%	?	43.0%
O=C(Nc1ccccn1)c1cccc(S(=O)(=O)N2CCCc3ccccc32)c1	.	.	-7.8	-4.6%	-2.7%	-3.3%	-3.7%	.	.	-1.6%	-45.1%
N=c1n(CCO)c2ccccc2n1CCOc1ccc(Cl)cc1Cl	3.3%	0.9%	-1.9	-3.8%	-8.7%	-3.2%	?	-2.1%[11.7 µM]	15.3%	-0.4%	-93.4%[inhibitor]
COC(=O)[C@@H]1C[C@@H]2CC[C@@H](O)C[C@@H]2N1Cc1ccc(C(F)(F)F)cc1	-1.4%&0.0%	6.9%&-8.1%	10.4	-10.0%	-0.7%	-3.7%	-3.2%	10.1%	13.6%&11.9%	-1.7%	10.2%
CCc1cccc(C)c1N=Cc1c(O)c2ccccc2oc1=O	?	2.9%	20.0	-2.9%	0.3%	-6.3%	8.3%	2.1%	40.7%[1.91 µM]	?	-33.0%
CN(c1ccccc1C(=O)Nc1ccc(S(=O)(=O)N2CCCCC2)cc1)S(C)(=O)=O	1.4%	-3.1%	5.5	.	.	.	.	39.4%[activator]	12.0%	1.1%	-34.4%
O=C(CCN1C(=O)c2ccccc2C1=O)N(CCO)Cc1ccccc1	-0.5%	0.9%	-7.0	2.1%	0.2%	1.4%	-10.7%	6.4%	-2.5%	-4.4%	3.5%
